Compound activity as filed in PubChem BioAssay.
West Nile antiviral – West Nile virus antiviral activity, cell-based, CPE readout (AID 1621) | CPE inhibition, % at 10 µM; hits with a dose series show IC50 in µM | 290,000 compounds, 0.02% hits | West Nile virus-infected cells, CPE inhibition; higher % means a stronger effect; in the data active means a potency from the dose series; inconclusive means CPE inhibition mostly from about 3.7% at the one dose, without a potency; inactive means the rest, 99 in 100 with CPE inhibition below about 2.2%; further: strong numbers were not always called active
RSV antiviral HEp-2 – RSV antiviral activity via CPE protection, HEp-2 cells, primary 10 µM value included (AID 2391). CPE inhibition, % at 10 µM, or IC50 in µM where a hit was titrated. 310,000 compounds, 0.13% hits. HEp-2 cells, RSV-induced CPE inhibition; higher % means a stronger effect; in the data active means a potency from the dose series; inconclusive means CPE inhibition mostly from about 23% at the one dose, without a potency; inactive means the rest, 99 in 100 with CPE inhibition below about 21%; further: strong numbers were not always called active
T cell HTS – T cell immune modulators affecting CD8 T cell-vesicle binding; 2C CD8+ T cell-vesicle binding, flow cytometry; hits give low values; 330,000 compounds, 0.068% hits; calls only at 7 µM; AID 2052;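 active means response, share of CD8 T cells binding vesicles, and their 90th percentile fluorescence all below set limits, cut at about 80% in these data, passing the limit was not always enough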
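material = purified 2C TCR transgenic mouse naive CD8+ T cells | controls = Unloaded micro-vesicles (low), QL9 vesicles with 0.7% DMSO (high) | detection = cytometric PE anti-B7-1 and Alexa647 anti-CD8 signals after 1% paraformaldehyde fixation | incubation = binding step 1.5 h, 37 °C, antibody labelling 20 min, ice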
K1F lysis inhibition – inhibition of K1F phage lysis, E. coli UTI89, bacterial capsule biogenesis inhibitors, alamar blue (AID 488966). E. coli UTI89 K1F phage lysis, alamar blue, 2 h; higher % means a stronger effect. inhibition, % at 100 µM, or IC50 in µM where a hit was titrated. 340,000 compounds, 0.02% hits;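 active means phage lysis inhibition, versus mean bacterial control, above a set limit; inconclusive means no clear call, values can overlap the other calls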;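 further: capsule biogenesis inhibitors block K1F phage lysis so surviving cells raise fluorescence; higher fluorescence means more inhibition of phage lysis; actives were called in the ten point dose series up to 300 µM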
P. falciparum M1AAP – malaria alanyl aminopeptidase activity blockers – biochemical, fluorogenic H-Leu-NHMec substrate, 1536-well (AID 1445). recombinant M1AAP, H-Leu-NHMec fluorogenic kinetic assay; higher % means a stronger effect. one-dose inhibition, % at 30 µM; IC50 in µM for titrated hits. 220,000 compounds, 0.42% hits;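 active means primary inhibition above the hit cutoff, then over 50% inhibition at one or more dose response concentrations, cut at about 23% in these data, passing the limit was not always enough; inconclusive means conflicting primary data, or primary hits not chosen for dose response; inactive means low primary inhibition, or under 50% at every dose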;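 further: plate controls were DMSO full reaction for no effect and no enzyme background for full effect; strong numbers were not always called active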
P. falciparum M17LAP – P. falciparum M17LAP inhibitors, primary screen, biochemical, fluorogenic H-Leu-NHMec substrate, 1536-well (AID 1619); recombinant M17LAP, H-Leu-NHMec fluorogenic kinetic assay; higher % means a stronger effect; inhibition, % at 30 µM; hits with a dose series show IC50 in µM; 220,000 compounds, 0.38% hits;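 active means compound inhibiting the enzyme by more than half at any dose during confirmatory dose-response retesting; inconclusive means strong single-dose inhibitors picked by rank but not retested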;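 further: plate controls were full reaction with DMSO carrier for no effect and no enzyme background for full effect; strong numbers were not always called active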
human PMI inhibitors – human PMI inhibitors, high substrate, primary screen, biochemical, fluorescence intensity, high mannose 6-phosphate (AID 1220). recombinant PMI enzyme, coupled fluorescence intensity; higher % means a stronger effect. inhibition, % at 20 µM, or IC50 in µM where a hit was titrated. 190,000 compounds, 0.66% hits
PMI inhibitors – inhibitors of human PMI, primary screen, biochemical, fluorescence intensity, coupled assay (AID 1209); purified PMI enzyme, coupled fluorescence intensity; higher % means a stronger effect; inhibition, % at 20 µM, or IC50 in µM where a hit was titrated; 190,000 compounds, 0.42% hits;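 further: plate controls were DMSO vehicle for no effect and wells lacking substrate for full effect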
TNAP activation fold – stimulation of alkaline phosphatase TNAP activity – biochemical, luminescent, no phosphate acceptor, uHTS, primary screen (AID 1001). purified TNAP, luminescent activation assay, no phosphate acceptor; higher activation fold means a stronger effect. activation fold at 20 µM, or EC50 in µM where a hit was titrated. 200,000 compounds, 0.03% hits; in the data active means activation fold from about 3, or a potency from the dose series; inactive means the rest, 99 in 100 with activation fold below about 1.6; further: many of its hits are not listed in these tables
T cell HTS vesicle-bound % – further read-out of T cell HTS, marked with its call; double positive events, %; measured here: CD8+ vesicle-bound cell fraction;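 binding gate set so that unloaded-vesicle control wells show 10% double positive cells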
Active calls of the source: *; i = inactive; ? = inconclusive; · = no result given; [ ] = another dose, or the depositor's remark. Unless noted, no stated cut-off is given here; in the data, active means inhibition above about 50%; inactive means the rest. Rows were taken by chance, and some 1.5% of all compounds hit somewhere here.

Start of the listing, in advance, 3 compounds:
SMILES	West Nile antiviral	RSV antiviral HEp-2	T cell HTS	T cell HTS vesicle-bound %	K1F lysis inhibition	P. falciparum M1AAP	P. falciparum M17LAP	human PMI inhibitors	PMI inhibitors	TNAP activation fold
O=C(NC1CCCCCCC1)c1cc(COc2ccc3ncccc3c2)on1	-0.9%	·	·	·	0.4%	1%	-2%	14%	7%	1.1
CC(C)c1ccc(C(=O)NCCCN(C)C)cc1	-0.6%	0.1%	i	52	0.2%	0%	5%	4%	3%	1.1
CCCCCC(=O)Nc1nc(C)c(-c2csc(Nc3cc(Cl)ccc3OC)n2)s1	-0.3%	44%	i	36	-1.5%	4%	-5%	23%	37%	1.1

The list itself, from the start:
SMILES	West Nile antiviral	RSV antiviral HEp-2	T cell HTS	T cell HTS vesicle-bound %	K1F lysis inhibition	P. falciparum M1AAP	P. falciparum M17LAP	human PMI inhibitors	PMI inhibitors	TNAP activation fold
O=C(NC1CCCCCCC1)c1cc(COc2ccc3ncccc3c2)on1	-0.9%	·	·	·	0.4%	1%	-2%	14%	7%	1.1
CC(C)c1ccc(C(=O)NCCCN(C)C)cc1	-0.6%	0.1%	i	52	0.2%	0%	5%	4%	3%	1.1
CCCCCC(=O)Nc1nc(C)c(-c2csc(Nc3cc(Cl)ccc3OC)n2)s1	-0.3%	44%	i	36	-1.5%	4%	-5%	23%	37%	1.1
O=C(CCC(=O)N(CC(=O)NC1CCCCC1)c1ccccc1F)Nc1nccs1	-0.4%	0.8%	i	23	0.1%	·	·	·	·	·
Cc1ccc(-n2c(-c3ccccc3)cc(/C=N/NC(=O)CC#N)c2-c2ccccc2)cc1	-0.6%	0.5%	i	18	·	-1%	-6%	-2%	-1%	1
O=C(COC(=O)C1CCCCC1)Nc1ccccc1OC(F)F	-0.3%	1.9%	i	43	0.2%	5%	5%	-2%	-12%	1
COc1ccc(N2CCN(C(=O)C3(C)CC3(Cl)Cl)CC2)cc1 (stereo not drawn)	-0.7%	4.2%	i	45	-6.4%	7%	1%	-1%	-7%	1.1
O=S(=O)(NC1CCCC1)c1ccc(Br)s1	-0.3%	2.3%	i	19	0.1%	10%	4%	1%	8%	1.1
CC1(C)CC(=O)C/C(=N/NC(=O)C2CCN(S(=O)(=O)c3cccs3)CC2)C1	0.1%	-0.3%	i	47	0.7%	0%	-12%	-6%	3%	1
COc1ccccc1N(CC(=O)NCc1ccco1)S(=O)(=O)c1ccc(C)cc1	-0.8%	1.3%	i	21	-0.1%	·	·	·	·	·
CCOC(=O)C1CCN(C(=O)Nc2ccc(OCc3ccccc3)cc2)CC1	0.1%	1.1%	i	19	-0.2%	3%	-5%	·	·	·
NS(=O)(=O)c1cccc(NC(=O)CSc2nc3ccccc3c(=O)n2CCCN2CCOCC2)c1	0.5%	0.0%	i	53	1.9%[50 µM]	2%	4%	-4%	1%	1
O=S(=O)(c1ccc(Br)s1)N1CCN(c2ccccn2)CC1	-0.4%	1.6%	i	10	2.5%	5%	4%	-3%	5%	1.1
NNC(=O)CSCc1ccc(Cl)cc1Cl	0.3%	1.1%	i	62	-0.1%	1%	12%	0%	7%	1.1
COC(=O)c1cc(S(=O)(=O)N2CCN(C3CCCCC3)CC2)c[nH]1	-1.0%	2.0%	i	19	0.0%	·	·	·	·	·
O=S(=O)(NCc1ccc2c(c1)OCO2)c1ccc(Cl)s1	-0.1%	1.7%	i	15	-0.1%[50 µM]	·	·	·	·	·
CC(=O)Nc1ccc(NC(=O)CNC(=O)c2cccc(C)c2)cc1	0.0%	-0.7%	i	41	0.1%	·	·	·	·	·
CCC(C)c1ccc(NC(=S)NCc2cccnc2)cc1 (stereo not drawn)	·	3.5%	i	50	-0.6%[50 µM]	3%	7%	12%	21%	1.1
Cc1cc(OCc2cc(C(=O)N3CCC(Oc4cccnc4)CC3)no2)cc(C)c1Cl	-0.1%	10%	i	32	-0.2%	·	·	·	·	·
O=C(CSCCO)Nc1nccs1	0.1%	0.4%	i	61	0.3%	12%	-5%	3%	0%	1.1
O=C1NCCC/C1=N/Nc1ccc(F)cc1	0.2%	-1.6%	i	51	·	4%	12%	-118%	-59%	1.1
CCOc1ccccc1-n1c(SCC(=O)Nc2nccs2)nnc1-c1ccoc1C	-0.2%	2.4%	i	31	-1.2%	11%	6%	7%	7%	1.1
CCOc1ccc(NC(=O)CSc2ccc3nnc(-c4cccnc4)n3n2)cc1	-0.1%	0.9%	i	85	1.2%[50 µM]	·	·	·	·	·
COc1ccc(CCc2nnc(CCC(=O)N(C)Cc3ccnc4ccccc34)o2)cc1	-0.5%	-0.3%	i	57	0.1%	6%	4%	-14%	-13%	1
COc1ccc(CN2CCN(C(=O)C3CCC(CNS(=O)(=O)c4ccc(C)cc4)CC3)CC2)c(OC)c1OC (stereo not drawn)	-1.7%	22%	i	27	1.5%	2%	-12%	-4%	-6%	1.1
CCOC(=O)COc1cc(N2C(=O)CSCC2=O)c(Cl)cc1Cl	0.6%	-0.8%	i	18	5.5%	17%	7%	3%	3%	1.1
Cn1ncc(Cl)c1C(=O)N1CCOCC1	0.3%	1.3%	i	42	4.1%	6%	-3%	5%	5%	1
Cc1cccc(NC(=O)CCN2C(=O)c3ccccc3C2=O)n1	0.1%	2.8%	i	28	7.2%	0%	-3%	8%	12%	1.1
COc1ccc(Cl)cc1NC(=O)CNC(c1ccccc1)c1ccccc1	-0.7%	?	i	29	-0.1%	·	·	·	·	·
CN(C)c1ccc(C(C(=O)NCC2CCCO2)N(Cc2ccco2)C(=O)c2snc(C(N)=O)c2N)cc1 (stereo not drawn)	0.6%	0.2%	i	48	0.0%	·	·	·	·	·
COCCCNC(=O)c1ccccc1Oc1ccccc1	0.1%	-0.1%	i	55	0.5%	-2%	-1%	-6%	1%	1.2
COc1ccc(-c2cn3ccc(C)cc3n2)cc1	-0.5%	-0.1%	i	30	-0.2%	11%	-5%	·	·	·
Cc1cc(NC(=O)CN2CCN(Cc3ccccc3)CC2)nc2c1c(=O)oc1ccccc12	·	-0.5%	i	30	·	6%	3%	3%	-1%	1.1
CCOc1ccc(NC(=S)N2CCn3c(nc4ccccc43)C2)cc1	0.2%	1.8%	i	58	·	-2%	4%	5%	3%	1.1
COc1cc(-c2ccccc2)nc(N)n1	1.0%	0.6%	i	63	-2.7%	2%	-6%	-7%	-6%	1.1
CCOc1ccc2nc(NC(=O)CN3CCOCC3)sc2c1	-0.4%	0.8%	i	24	0.1%	0%	-8%	2%	34%	1.1
CCOc1ccc(CN2CCCC(CNC(=O)c3ccc(F)cc3)C2)cc1CO (stereo not drawn)	0.0%	1.5%	i	54	0.1%	-1%	7%	9%	4%	1
CC(C)C[C@H](N)c1cn([C@@H](CCCCN)C(=O)N2CCNCC2)nn1	0.0%	0.5%	i	38	2.7%	2%	5%	-7%	-9%	1.1
Cc1ccc(OCC(O)CN2CC3(C)CC2CC(C)(C)C3)cc1 (stereo not drawn)	-0.8%	-0.3%	i	42	6.2%	-2%	4%	-11%	-1%	1
Cc1ccc(CNC(=O)CNC(=S)N(Cc2ccccc2)Cc2cccnc2)cc1	-1.7%	8.3%	i	53	-0.2%	-3%	-8%	2%	2%	1.3
O=C(CSc1ccc2c(c1)OCCO2)Nc1ccc(N2CCOCC2)cc1	0.2%	2.2%	i	22	-2.4%	2%	-3%	12%	12%	1.1
O=C(CSc1n[nH]c(-c2ccccc2)n1)NC(=O)NCc1ccco1	-0.2%	3.0%	i	19	0.0%	12%	17%	6%	1%	0.4
O=C(COC(=O)c1ccc(O)cc1)NC1CCCC1	0.3%	0.2%	i	37	-0.1%	·	·	·	·	·
COc1ccc(OC)c(CCNC(=O)CCc2nnc3ccc(N4CCCC4)nn23)c1	0.1%	1.6%	i	46	-0.3%	·	·	·	·	·
Cc1noc(C)c1COC(=O)Cn1c(C)nc2ccccc21	1.0%	1.6%	i	50	-0.8%	7%	6%	-1%	-6%	1.1
CC(C)(C)CN1CCNC(=O)C1CC(=O)NCc1cccc(-n2cccn2)c1 (stereo not drawn)	-0.2%	-2.0%	i	53	0.2%	4%	0%	4%	11%	1.1
O=C(Nn1c(C2CC2)nc2ccccc2c1=O)c1ccco1	-0.5%	1.4%	i	58	5.8%	82%*	5%	12%	18%	1.1
CC(C)C(NC(=O)c1ccco1)C(=O)NCc1ccc(C(=O)O)cc1 (stereo not drawn)	0.3%	0.3%	i	26	0.2%	·	·	·	·	·
COc1ccc(CCNC(=O)CN(c2ccccc2)S(C)(=O)=O)cc1	-0.6%	0.9%	i	32	6.2%	4%	-14%	6%	7%	1.1
Cc1ccccc1OCCOc1ccccc1C=C(C#N)C#N	-0.4%	8.2%	i	43	·	7%	7%	16%	18%	1.1
CCCC(NC(=O)CCl)c1ccccc1 (stereo not drawn)	-1.0%	-0.3%	i	7	5.0%	3%	4%	0%	2%	1.1
Cn1c(SCC(=O)NNC(=S)Nc2ccccc2)nnc1-c1ccncc1	0.5%	0.4%	i	46	·	-1%	-9%	·	·	·
CC(C)[C@H]1COC(NC2=N[C@@H](C(C)C)CO2)=N1	-0.5%	1.0%	i	39	0.3%	·	·	·	·	·
CNC(=O)NC(=O)Cn1cnc2sc(-c3ccccc3)cc2c1=O	0.2%	2.3%	i	12	·	0%	-1%	·	·	·
CC(=O)c1c(N2CCOCC2)[nH]c(-c2ccccc2)nc1=S	-0.5%	4.6%	i	48	3.3%	7%	16%	-12%	-6%	1
COc1ccccc1-c1nnc(C2CCN(S(=O)(=O)c3ccccc3[N+](=O)[O-])CC2)o1	-0.1%	2.9%	i	18	0.1%	·	·	·	·	·
